Bioassay records from PubChem.
SW480 rereplic: induces DNA re-replication in SW480 colon adenocarcinoma cells | Potency, µM (doses to about 46.1 µM), without a hit: at the highest dose re-replication activation, actives largely listed as activators | SW480 DNA re-replication, Hoechst DNA content imaging, 48 h | AID 624297 | 340,000 compounds, 1.8% hits; also: potency is read from the fitted curve at half-maximal effect; % of control where 0% means no effect; nearly all actives have a fitted effect of over 55% in size
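First, 250 cells per well were seeded. Next, compound or vehicle (23 nL) was pinned in, plates sat 48 hr at 37 C. Finally Hoechst was added for 40 min before fluorescence scanning.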
KB-3-1 tox: KB-3-1 parental cell cytotoxicity | KB-3-1 viability, CellTiter-Glo ATP luminescence, 72 h | Potency, µM (top dose mostly 46.1 µM), without a hit: top-dose activity change, negative = cytotoxic, usual class: cytotoxic | 400,000 compounds, 1.4% hits; also: potency is read from the fitted curve at half-maximal effect; % is scaled to controls: 0 for no effect and ±100 for the full control effect; nearly all actives have a fitted effect of over 60% in size
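Cells are dispensed, compounds pinned in, plates held at 37 °C for 72 h, then CellTiter-Glo is added and luminescence read after 10 minutes. Cell line: parental KB-3-1 in phenol-red-free DMEM, 10% FBS.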
S2 tox: viability counter-screen for ATXN expression inhibitors; S2 cells (HEK-293 line with an ATXN2-luciferase reporter) viability, CellTiter-Fluor protease fluorescence, 24 h; Potency, µM (titrated, usually from 56.7 µM), actives largely listed as cytotoxic; 400,000 compounds, 0.49% hits; AID 651635; also: potency is read from the fitted curve at half-maximal effect; nearly all actives have a fitted effect of over 40% in size
ATXN2 expr inh: ATXN2 expression inhibition | HEK-293 ATXN2-luciferase reporter, luminescence, 24 h | 360,000 compounds, 0.72% hits | Potency, µM (titrated, usually from 57 µM), for inactives: top-dose activity change, negative = inhibition, most hits filed as inhibitors | AID 1745845; also: potency is read from the fitted curve at half-maximal effect; % is scaled to controls: 0 for no effect and ±100 for the full control effect; nearly all actives have a fitted effect of over 55% in size
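ATXN2-luciferase reporter cells (luciferase flanked by upstream and downstream ATXN2 gene portions) were treated 24 h at 37 °C with compounds at up to 57 uM. SteadyGlo luminescence gave expression; GF-AFC fluorescence gave viability.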
HT1080NT lethal: kills 2HG-producing HT-1080-NT fibrosarcoma cells; HT-1080-NT fibrosarcoma viability, CellTiter-Glo ATP luminescence, 48 h; Potency, µM (highest dose often 46.1 µM), without a hit: top-dose activity, negative = less viability, hits mostly cytotoxic; 360,000 compounds, 1.6% hits; AID 686970;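 also: NT is the 2HG producing partner of a matched IDH1 knockdown line; potency is read from the fitted curve at half-maximal effect; 0% = DMSO-treated cells and -100% = media-only wells without cells; nearly all actives have a fitted effect of over 55% in size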
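Viability by CellTiter-Glo luminescence after 48 h compound exposure at 37C of HT-1080-NT cells (750/well, RPMI, 5% FBS). % activity scaled between DMSO wells and medium-only wells, then curve-fitted and categorized by curve class.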
HT1080 IDH1KD tx: HT-1080 IDH1 knockdown cell toxicity (counter line). HT-1080 IDH1 knockdown viability, ATP luminescence, 48 h. Potency, µM (series often up to 46.1 µM), without a hit: at the top dose activity, negative = toxicity, actives largely listed as cytotoxic. 360,000 compounds, 2% hits;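 also: potency is read from the fitted curve at half-maximal effect; 0% = DMSO wells and -100% = cell-free medium wells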
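Knockdown cells (IDH1KD HT-1080) received compounds 2 h after plating at 750 cells/well and were kept 48 h at 37 °C in 5% FBS RPMI. A CellTiter-Glo luminescence read gave % activity for curve fitting.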
IL-1B inflam inh: blocks inflammasome-driven IL-1 beta release; THP-1 LPS/ATP IL-1B secretion, AlphaLISA, 16 h; active compounds read low; activity change, % at 57.5 µM; 360,000 compounds, 4.7% hits; in the data active = activity change below about -50%; inconclusive = mostly about -30% to -49%; also: % is scaled to controls: 0 for no effect and ±100 for the full control effect
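Secreted IL-1B measured by AlphaLISA bead assay after 16 h compound exposure of THP-1 cells; compounds (final up to 57.5 uM) added 1 h before LPS (250 ng/mL) and ATP (1.25 mM) stimulation; lower signal means less secretion.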
MCF10A rereplic: inducers of DNA re-replication in MCF 10A breast cells. 350,000 compounds, 2.9% hits. Potency, µM (top dose mostly 46.1 µM), without a hit: at the top dose activity, positive = re-replication, hits mostly activators. MCF 10A DNA re-replication, Hoechst nuclear intensity, 48 h. AID 624296; also: potency is read from the fitted curve at half-maximal effect; % of control where 0% means no effect; nearly all actives have a fitted effect of over 50% in size
KB-V1 cytotox: kills drug-selected multidrug resistant KB-V1 cells | KB-V1 MDR cells viability, CellTiter-Glo, 72 h | Potency, µM (titrated, usually from 46.1 µM), for the others: at the top dose activity change, negative = cytotoxicity, hits mostly cytotoxic | 400,000 compounds, 3.4% hits | AID 1347076; also: potency is read from the fitted curve at half-maximal effect; % is scaled to controls: 0 for no effect and ±100 for the full control effect; nearly all actives have a fitted effect of over 60% in size
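Cytotoxicity toward P-gp-expressing KB-V1 cells was determined as loss of CellTiter-Glo luminescence after 72 h at 37 degrees C. Compounds were tested in quantitative HTS format across a concentration range, with curves fitted to normalized data.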
* marks the source's active call; other numbers are inactive results; i = inactive; ? = inconclusive; / = no result given; [ ] = dose if it differs, or a comment. Unless noted, calls follow the shape of the dose curve; as a rule, active = well fitted curve in the direction sought with a large enough effect; inconclusive = small, poorly fitted or top-dose-only effect, or another doubt; inactive = no such curve, though single readings can be large; an effect the other way counts as inactive or inconclusive.

SMILES	SW480 rereplic	KB-3-1 tox	S2 tox	ATXN2 expr inh	HT1080NT lethal	HT1080 IDH1KD tx	IL-1B inflam inh	MCF10A rereplic	KB-V1 cytotox
Cc1noc(C)c1S(=O)(=O)N1Cc2ccccc2CC1C(=O)N(C)C (centres undefined)	-24%	-1%	i	/	6%	6%	-5	-6%	0%
COC(=O)CC1(C(=O)OC)Oc2ccc(Br)cc2C(=O)N1c1cc(Cl)c(Cl)cc1Cl (centres undefined)	?	?	?	/	?	-28%	-23	-8%	10µM*
N=c1n(CCN2CCOCC2)c2ccccc2n1CC(=O)c1cccc([N+](=O)[O-])c1	0%	-4%	i	-18%	0%	-18%	-2	15%	-28%
CCOC(=O)C1C(=O)NC(SCC(=O)Nc2nccs2)=C(C#N)C1c1ccccc1OCC (centres undefined)	?	-3%	i	1%	11%	1%	-6	?	-5%
COc1ccc(/C=C\C(=O)NCc2ccc3[nH]c(C)cc3c2)cc1OC	-19%	9%	i	28%	10%	-1%	-18	10%	0%
O=C1CCC(=O)N1CCC(=O)N(C(=O)NC1CCCCC1)C1CCCCC1	/	20%	i	/	2%	-1%	-6	/	-20%
CCN(CC)CC(O)COCCC12CC3CC(CC(C3)C1)C2 (centres undefined)	?	-8%	i	-10%	?	?	-2	?	-14%
CCN(C(=O)C1CSC2(C)CCC(=O)N12)c1nc2c(C)cccc2s1 (centres undefined)	-7%	-3%	?	-21%	7%	-6%	11	6%	?
CSc1ncccc1C(=O)NCCc1ccccc1F	-1%	-9%	i	19%	0%	-1%	-26	1%	6%
CCc1nc(SCc2ccc(OC)c(Br)c2)n[nH]1	-14%	0%	i	/	6%	13%	-5	8%	?
CC(=O)Nc1ccc(NC(=O)c2ccc(C3SCC(=O)N3CCc3ccccc3)cc2)cc1 (centres undefined)	1%	-7%	i	-7%	-8%	-3%	-5	25%	0%
COCCNC(=O)C(c1ccc(C)cc1)N(Cc1ccccc1)C(=O)CCC(=O)Nc1ccccn1 (centres undefined)	2%	3%	i	-10%	-1%	3%	-11	14%	?
O=C(Nc1cccc2cccnc12)c1ccc2c(c1)OCCO2	0%	10%	i	27%	2%	7%	-18	?	13µM*
Cc1cc(C)c(-c2c(O)c3cnn(-c4ccccc4)c3[nH]c2=O)c(C)c1	-235%[inhibitor]	10%	i	-17%	7%	7%	27	14%	13%
Cc1cccc(C(=O)NC2CCN(C(=S)NCc3ccco3)CC2)c1	-1%	-18%	i	6%	-6%	-2%	-8	?	0%
Cc1cccc(NC2=NCC(=O)N2Cc2ccccc2)c1	0%	-3%	i	5%	-3%	-3%	-4	22%	0%
CC1(C)CC(=O)C=C(c2ccc(-c3cccc4c3sc3ccccc34)cc2)C1=O	/	0%	i	17%	-13%	-20%	-6	/	-6%
CCn1ccc(C(=O)N2CCOCC2)n1	-11%	0%	i	-16%	-1%	0%	0	?	5%
CC(C)Cn1c(CN2CCN(c3ccccc3F)CC2)nc2c1c(=O)[nH]c(=O)n2C	-13%	?	i	11%	1%	0%	-8	6%	15%
CCN(Cc1cnn(C)c1)C(=O)CC1C(=O)NCCN1Cc1cccc(OC)c1OC (centres undefined)	8%	1%	i	-12%	-13%	2%	-3	1%	-2%
CCC/C=C/c1ccc(CN2C(C)C(=O)N(Cc3cn(CCOCOC)nn3)CCS2(=O)=O)cc1 (centres undefined)	/	-6%	i	2%	1%	10%	12	/	-16%
C/C(=N\NC(=S)NCc1ccccc1)c1ccc(Cl)cc1	1%	-23%	i	30%	-3%	-1%	0	10%	?
O=C(NCc1ccccc1Cl)c1cnccn1	-5%	1%	i	3%	5%	5%	1	1%	11%
c1ccc(C2[C@H]3CN(CC4CCCCC4)[C@H](c4ccccc4)C34CC2(c2cccnc2)C4)cc1 (some centres undefined)	-19%	-11%	i	-3%	7%	-4%	-1	0%	-8%
CCOc1cc(/C=N/O)cc(Br)c1OCC(=O)NCc1ccccc1	3%	-5%	i	-9%	2%	-10%	?	17%	-6%
Nc1cc(Cl)ccc1C(=O)OCC(=O)N1CCCC1	4%	11%	?	12%	29%	21%	-11	-1%	7%
CCOc1ccc(C(=O)NCC(=O)N2CCN(c3ccccc3O)CC2)cc1	-24%	-2%	?	-5%	-6%	-3%	16	7%	-1%
Cc1ncoc1C(=O)NC1CCCc2c1cnn2-c1cc(F)cc(F)c1 (centres undefined)	/	1%	?	/	6%	0%	27	/	?
CC1(C)CC(=O)C2=C(C1)OC1=C(C(=O)CC(C)(C)C1)C2c1ccc(O)c([N+](=O)[O-])c1	7%	1%	?	/	1%	4%	3	-6%	16%
CCN(CC(=O)NC1CC1)S(=O)(=O)c1ccccc1	-3%	-2%	i	1%	6%	20%	8	0%	6%
CCOc1ccc(/C=C/C(=O)OC(C)C(=O)NC2CCCCC2C)cc1OC (centres undefined)	-3%	0%	?	-2%	0%	-1%	6	?	?
O=C(O)CCC(=O)Nc1ccc(Br)cc1C(=O)c1ccc(Cl)cc1	?	1%	i	/	9%	6%	8	11%	1%
Cc1cc(Cl)ccc1OCCCC(=O)NCc1ccccn1	1%	-7%	i	-15%	-18%	-16%	-16	3%	?
CCN(CC)c1ccc(/C=N/NC(=O)c2c(Cl)c(C)nn2C)cc1	5%	12%	i	1%	0%	-9%	13	10%	4%
Cc1cccc(C(=O)OCC(=O)N(C)c2ccccc2)c1C	25%	-3%	i	11%	-2%	0%	1	-3%	0%
O=C(COc1ccc(S(=O)(=O)NC2CCCCC2)cc1Cl)N1CCN(c2ccccc2)CC1	13%	-1%	?	-35%	-13%	?	?	25%	5.8µM*
CCOc1ccc(NC(=O)Cn2c(=O)n(CCCS(=O)(=O)C3CCCCC3)c(=O)c3ccccc32)cc1	/	-1%	i	10%	/	/	/	/	-6%
CCOC(=O)CN(C(=O)c1snc(C(N)=O)c1N)C(C(=O)NCCC(C)C)c1ccc(F)cc1 (centres undefined)	?	5%	i	/	-2%	-1%	17	4%	10%
COc1nccc(NCc2ccccc2)c1C#N	29%	0%	i	/	11%	-3%	?	-1%	10%
O=C(Nc1nc2ccccc2n1CCOc1ccccc1)c1ccco1	?	?	i	-20%	-17%	-25%	-16	5%	?
Cn1ncc(Cl)c1C(=O)NC1CCCC1	-4%	-31%	i	-1%	-1%	0%	0	4%	-6%
Cn1ccnc1SCC(=O)NC12CC3CC(CC(C3)C1)C2	2%	-13%	i	6%	3%	-2%	-1	0%	2%
COc1cc(/C=N/n2cnnc2)ccc1OCc1ccc(C)cc1	-2%	-1%	i	39%	-6%	-24%	-12	-2%	-20%
O=C(O)c1cc(=O)cc(C(=O)O)[nH]1	-3%	0%	i	-6%	10%	-7%	-9	-4%	-4%
COCCNC(=O)C(c1ccc(OC)cc1)N(C(=O)Cn1nnc2ccccc21)c1cccnc1 (centres undefined)	-74%[inhibitor]	18%	i	-2%	7%	2%	-11	0%	?
COc1ccc(NC(=O)CN2CCN(c3nc(-c4ccc(F)cc4)cs3)CC2)c(OC)c1	27%	1%	i	-1%[11.3 µM]	3%	0%	26	10%	?
O=C(Cc1ccc(-c2ccccc2)cc1)Nc1ccccc1	-1%	-3%	i	-4%	-4%	-21%	0	?	-10%
O=C1NC[C@H](CCCCN2C[C@H](Cc3ccc(O)cc3)N(CCC3CCCCC3)C(=O)C2=O)N(CCC2CCCCC2)C1=O	/	?	?	3%	15%	8%	?	/	-4%
COc1ccc(CCNC(=O)CSc2nc(=O)n3cc(C)ccc3n2)cc1OC	3%	14%	i	-6%	1%	2%	6	-2%	?
Oc1ccc(N=Nc2n[nH]c(-c3ccccc3)n2)cc1	-6%	27%	?	21%	1%	28%	17	?	?

A stretch taken from the entries so far:
SMILES	SW480 rereplic	KB-3-1 tox	S2 tox	ATXN2 expr inh	HT1080NT lethal	HT1080 IDH1KD tx	IL-1B inflam inh	MCF10A rereplic	KB-V1 cytotox
O=C(Nc1nc2ccccc2n1CCOc1ccccc1)c1ccco1	?	?	i	-20%	-17%	-25%	-16	5%	?
Cn1ncc(Cl)c1C(=O)NC1CCCC1	-4%	-31%	i	-1%	-1%	0%	0	4%	-6%
Cn1ccnc1SCC(=O)NC12CC3CC(CC(C3)C1)C2	2%	-13%	i	6%	3%	-2%	-1	0%	2%
COc1cc(/C=N/n2cnnc2)ccc1OCc1ccc(C)cc1	-2%	-1%	i	39%	-6%	-24%	-12	-2%	-20%
O=C(O)c1cc(=O)cc(C(=O)O)[nH]1	-3%	0%	i	-6%	10%	-7%	-9	-4%	-4%
COCCNC(=O)C(c1ccc(OC)cc1)N(C(=O)Cn1nnc2ccccc21)c1cccnc1 (centres undefined)	-74%[inhibitor]	18%	i	-2%	7%	2%	-11	0%	?
COc1ccc(NC(=O)CN2CCN(c3nc(-c4ccc(F)cc4)cs3)CC2)c(OC)c1	27%	1%	i	-1%[11.3 µM]	3%	0%	26	10%	?
O=C(Cc1ccc(-c2ccccc2)cc1)Nc1ccccc1	-1%	-3%	i	-4%	-4%	-21%	0	?	-10%

An unsorted share of the library; about 11% have a hit in one of these screens.
